TRPC4 agonist = activators of mouse TRPC4 channel, primary screen, Fluo4 calcium, HEK293 TRPC4beta/mu-opioid cells. Fluo4 calcium fluorescence; stronger effect = higher value. B-score at 10 µM. 0.49% of 310,000 active. AID 2237, 2010;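 active = B-score above 5 SD of library B-scores, and initial fluorescence ratio not above library mean plus 5 SD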;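 also: positive B-score marks a calcium rise read as TRPC4 activation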
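Technique: kinetic Fluo4 calcium fluorescence; Test system: TRPC4beta and mu-opioid receptor HEK293 stable cells; Measure: B-scored integrated calcium fluorescence ratio; Benchmarks: low control buffer alone, high control maximal DAMGO; Schedule: 45 min room-temperature Fluo4 loading, 110 s read.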
KCNQ1 act = potentiators or activators of KCNQ1 channel, primary screen, cell-based, thallium flux, high-throughput | Potassium voltage-gated channel subfamily KQT member 1 (Homo sapiens), P51787 | CHO-K1 KCNQ1, thallium flux FluxOR fluorescence; stronger effect = higher value | B-score at 10 µM | 0.35% of 310,000 active;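 active = fluorescence ratio B-score, a plate-corrected score, at least three library SD, with initial intensity B-score within 5 SD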
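Schedule – 37 °C overnight plating, 90-min dark dye load, 20-min compound pretreatment · System – stable KCNQ1 CHO-K1 line · Probe or stimulus – thallium- and potassium-containing depolarizing buffer · Measured by – kinetic FluxOR fluorescence, 10 s baseline plus 110 s post-stimulus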
KCNK9 inh = KCNK9 potassium channel inhibitors, primary screen, HEK293 cells, thallium flux; FluxOR thallium flux fluorescence; stronger effect = lower value; AID 488922, 2010; 1.2% of 310,000 active; B-score at 10 µM; Potassium channel subfamily K member 9 (Homo sapiens), Q9NPC2;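 active = ratio B-score over 3 SD below the library mean, with starting fluorescence within 5 SD of its mean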;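 also: negative B-score means less thallium flux so channel inhibition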
hERG protect = hERG rescue from dofetilide block, primary screen, cell-based, CHO-hERG, FluxOR thallium flux, dofetilide IC70 | Voltage-gated inwardly rectifying potassium channel KCNH2 (Homo sapiens), Q12809 | dofetilide IC70 present | activation (rescue from dofetilide block), less the hit threshold, % at 10 µM | 0.51% of 310,000 active | AID 1511, 2009;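 active = activation above the mean of controls blocked by dofetilide plus 5 SD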;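 also: thallium influx through hERG after potassium depolarization seen as dye fluorescence rise; in these data hits start at about 4.7%; inactives centre near -7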
Target sequence (Q12809 whole entry, looked up): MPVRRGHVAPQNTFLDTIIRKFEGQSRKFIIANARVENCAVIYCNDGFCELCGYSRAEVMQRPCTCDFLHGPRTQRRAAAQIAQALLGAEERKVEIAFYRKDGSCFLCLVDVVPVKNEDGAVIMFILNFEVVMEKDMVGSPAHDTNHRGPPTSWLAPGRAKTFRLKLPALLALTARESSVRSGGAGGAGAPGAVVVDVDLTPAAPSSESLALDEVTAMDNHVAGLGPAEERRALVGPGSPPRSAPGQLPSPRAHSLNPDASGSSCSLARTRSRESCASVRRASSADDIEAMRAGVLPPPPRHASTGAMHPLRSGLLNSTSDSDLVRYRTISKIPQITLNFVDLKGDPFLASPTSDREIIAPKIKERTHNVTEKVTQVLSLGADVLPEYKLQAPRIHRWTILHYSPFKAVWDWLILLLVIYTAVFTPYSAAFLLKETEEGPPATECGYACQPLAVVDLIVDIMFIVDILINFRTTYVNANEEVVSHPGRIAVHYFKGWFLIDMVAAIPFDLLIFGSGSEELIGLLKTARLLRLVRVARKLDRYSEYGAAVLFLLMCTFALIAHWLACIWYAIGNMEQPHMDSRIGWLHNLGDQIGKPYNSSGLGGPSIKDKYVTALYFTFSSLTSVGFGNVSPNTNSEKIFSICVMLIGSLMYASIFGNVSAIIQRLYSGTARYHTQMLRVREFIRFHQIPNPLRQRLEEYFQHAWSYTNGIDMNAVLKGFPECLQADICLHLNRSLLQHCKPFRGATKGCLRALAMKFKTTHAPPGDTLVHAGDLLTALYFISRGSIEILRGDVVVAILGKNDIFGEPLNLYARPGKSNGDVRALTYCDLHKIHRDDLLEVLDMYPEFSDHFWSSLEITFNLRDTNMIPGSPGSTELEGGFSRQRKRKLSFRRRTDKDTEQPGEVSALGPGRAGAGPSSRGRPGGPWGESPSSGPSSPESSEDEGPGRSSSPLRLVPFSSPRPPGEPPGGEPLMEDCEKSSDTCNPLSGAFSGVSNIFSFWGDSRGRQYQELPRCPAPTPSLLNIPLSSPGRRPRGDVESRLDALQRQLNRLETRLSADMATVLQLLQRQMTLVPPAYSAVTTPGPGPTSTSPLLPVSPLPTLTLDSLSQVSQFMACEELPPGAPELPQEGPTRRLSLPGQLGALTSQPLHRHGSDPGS
KCNK3 inh = human KCNK3 channel inhibitors, primary screen, CHO cells, FluxOR thallium flux, B-score | FluxOR fluorescence; stronger effect = lower value | 0.84% of 340,000 active | Potassium channel subfamily K member 3 (Homo sapiens), O14649 | AID 602410, 2012 | B-score at 10 µM;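 active = B-score under library mean minus 4 SD, starting fluorescence ratio at most library mean plus 5 SD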;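 also: more negative B-score means stronger inhibition of thallium flux through KCNK3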
Dyrk1A ADPGlo = rat Dyrk1A kinase inhibitors, primary screen, biochemical, single point, plate reader. Dual specificity tyrosine-phosphorylation-regulated kinase 1A (Rattus norvegicus), Q63470. ADP-Glo luminescence, NFATc1 peptide. inhibition, % at 12.5 µM. 0.43% of 310,000 active; in the data active = inhibition above about 50%;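 also: plate controls were vehicle with enzyme for no effect and no enzyme for full effect; many of its hits are not listed in these tables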
PolyA inhibitor = polyadenylation inhibitors in yeast reporter cells, primary screen, luminescence, S. cerevisiae. S. cerevisiae SKY197-pL101 polyadenylation reporter, beta-gal luminescence; efflux-impaired pdr1/pdr3 knockout yeast; score 100 = 6 SD above DMSO. 0.02% of 300,000 active. calls only at 12 µM;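 active = lowest replicate activity score at least 50, where 100 means six control SD above control mean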;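 also: yeast exposed to compound for 9 h at 30 °C; higher score means more reporter readthrough which indicates perturbed polyadenylation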
Platelet DG rel = inhibitors of platelet dense granule secretion, primary screen, cell-based, MLPCN, human platelets. 0.22% of 300,000 active. AID 1663, 2009. human platelet-rich plasma, SFLLRN dense granule ATP release, luminescence. inhibition, %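 (compounds screened at 7.5 µM in platelet-rich plasma)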;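 active = mean replicate score, as percent of positive control, at or above 50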
TRPC4 block = inhibitors of mouse TRPC4 channel, primary screen, Fluo4 calcium, HEK293 TRPC4beta/mu-opioid cells; 0.39% of 300,000 active; DAMGO-evoked Fluo4 calcium flux; stronger effect = lower value; Short transient receptor potential channel 4 (Mus musculus), Q9QUQ5; B-score at 10 µM;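 active = B-score over 3 SD under the library average, no early fluorescence shift, positive overall ratio signal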
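Assay system: TRPC4beta/mu-opioid receptor HEK293 cell line; compound dosing: single concentration per test compound; detection: Fluo4 Ca2+ flux fluorescence; evaluation: per-well B score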
TRPC4 PAM = positive allosteric modulators of TRPC4, primary screen, cell-based, mouse TRPC4beta, HEK293 mu-opioid, Fluo-4 calcium. Short transient receptor potential channel 4 (Mus musculus), Q9QUQ5. DAMGO EC20, Fluo-4 Ca2+ flux; stronger effect = higher value. B-score at 10 µM. 0.42% of 310,000 active;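 active = B-score of calcium response area above 5 SD of library B-scores, with initial fluorescence ratio within 5 SD of library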;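 also: B-score of integrated fluorescence ratio over time as area under calcium response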
KCNQ1 block = inhibitors of human KCNQ1 channel, primary screen, cell-based, thallium flux, high-throughput. 1.3% of 310,000 active. Potassium voltage-gated channel subfamily KQT member 1 (Homo sapiens), P51787. B-score at 10 µM. CHO-K1 KCNQ1, FluxOR thallium flux fluorescence; stronger effect = higher value. AID 2642, 2010;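 active = compounds whose thallium flux B-score, printed positive for inhibition, exceeds three library SD while starting fluorescence stays within three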;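 also: channel opened by potassium depolarization with thallium stimulus after 20 min compound exposure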
An asterisk follows results filed as active; i = inactive; / = not tested or not shown. Some of the compounds tested; count on the stated rates, not on these rows.

SMILES	TRPC4 agonist	KCNQ1 act	KCNK9 inh	hERG protect	KCNK3 inh	Dyrk1A ADPGlo	PolyA inhibitor	Platelet DG rel	TRPC4 block	TRPC4 PAM	KCNQ1 block
CC(C)CCNC(=O)c1c[nH]c2ccc(S(=O)(=O)N3CCC4(CC3)OCCO4)cc2c1=O	i	i	i	-4	i	-18	i	-9	i	i	i
CCc1ccc(N2CC(O)=C(c3nc4ccccc4c(=O)[nH]3)C2=N)cc1	i	i	i	-10	i	-3	i	1	i	i	i
COc1ccc(CCNC(=O)c2cc(-c3ccc(C)cc3O)n[nH]2)cc1OC	i	i	i	-4	i	-6	i	7	i	i	i
Cc1ccc(F)cc1NC(=O)N1CCCN(c2ccc(C(F)(F)F)cn2)CC1	i	i	i	-11	i	6	i	0	i	i	i
CC(O)(CC(=O)O)CC(=O)O	i	i	i	-7	/	/	i	0	i	i	i
COc1cccc2cc(-c3nnc(SCC(=O)Nc4nc(C)cs4)n3C)oc12	i	i	i	-12	i	-5	i	6	i	i	i
Cc1cc(C)cc(C(=O)OCC(=O)Nc2cccc(S(=O)(=O)NC3=NCCCCC3)c2)c1	i	i	i	-7	i	1	i	5	i	i	i
CN(C)C(=O)C1OC(C)(C)OC1C(=O)N(C)C (stereo unspecified)	i	i	i	-1	i	-3	i	-10	i	i	i
O=C(NCc1cccc(F)c1)C1CCN(C(=O)c2sccc2-n2cccc2)CC1	i	i	i	-9	i	-3	i	1	i	i	i
CCc1cc(=O)oc2c(C)c(OCC(=O)NCCCN3CCCC3=O)ccc12	i	i	i	-7	i	/	i	3	i	i	i
Cc1cc(NC(=O)COC(=O)c2ccc(S(=O)(=O)N3CCCc4ccccc43)cc2)no1	i	i	i	-4	i	-2	i	-7	i	i	i
O=C(Nc1ccc(Cl)cc1Cl)Nn1cnnc1	i	i	i	-11	i	-5	i	2	i	i	i
COC(=O)c1sc(S(=O)(=O)N2CCN(c3ccccc3)CC2)c(C(=O)OC)c1C	i	i	i	-13	i	3	i	-1	i	i	i
Cc1cccc(C(=O)Nc2scc(-c3ccc(Br)cc3)c2C(=O)O)c1	i	i	i	-8	i	10	/	-4	i	i	i
CCOC(=O)c1c(NC(=O)c2cccs2)sc2c1CCN(C(=O)OCC)C2	i	i	i	-6	i	8	i	11	i	i	i
COc1ccc(CNCC(O)COc2ccc(C)cc2[N+](=O)[O-])cc1 (stereo unspecified)	i	i	i	-14	i	/	i	13	i	i	i
Cc1cccc(-n2c(-c3csc(C(C)C)c3)n[nH]c2=S)c1	i	i	i	-10	i	-11	i	-12	i	i	i
COc1ccc2c(CC(=O)NC3CCCc4ccccc43)coc2c1 (stereo unspecified)	i	i	i	-12	i	-5	i	-6	i	i	i
COc1cc(C2NC(=O)CCC2[N+](=O)[O-])cc(Br)c1OC (stereo unspecified)	i	i	i	-9	i	0	i	-5	i	i	i
COc1ccc(CNC(=O)Cc2ccc(-c3ccccc3)cc2)cc1OC	i	i	i	-4	i	-2	i	-3	i	i	i

Compound profiles, from the list above:
Record of CCOC(=O)c1c(NC(=O)c2cccs2)sc2c1CCN(C(=O)OCC)C2 : TRPC4 agonist = i; KCNQ1 act = i; KCNK9 inh = i; hERG protect = -6; KCNK3 inh = i; Dyrk1A ADPGlo = 8; PolyA inhibitor = i; Platelet DG rel = 11; TRPC4 block = i; TRPC4 PAM = i; KCNQ1 block = i
Record of CC(C)CCNC(=O)c1c[nH]c2ccc(S(=O)(=O)N3CCC4(CC3)OCCO4)cc2c1=O : TRPC4 agonist = i; KCNQ1 act = i; KCNK9 inh = i; hERG protect = -4; KCNK3 inh = i; Dyrk1A ADPGlo = -18; PolyA inhibitor = i; Platelet DG rel = -9; TRPC4 block = i; TRPC4 PAM = i; KCNQ1 block = i

(cont.)
SMILES	TRPC4 agonist	KCNQ1 act	KCNK9 inh	hERG protect	KCNK3 inh	Dyrk1A ADPGlo	PolyA inhibitor	Platelet DG rel	TRPC4 block	TRPC4 PAM	KCNQ1 block
O=C(COC(=O)c1ccc(F)cc1)Nc1cc(S(=O)(=O)N2CCOCC2)ccc1N1CCCC1	i	i	i	-7	i	-3	i	-4	i	i	i
CC1(CCc2ccccc2)NC(=S)N(c2ccc(Cl)cc2)N1 (stereo unspecified)	i	i	i	-6	i	-2	/	-5	i	i	i
O=C(O)c1ccccc1COc1ccccc1Cl	i	i	i	1	i	0	i	-1	i	i	i
CCC1SC2=NC(C)=C(C(=O)OC)C(c3ccc(C(=O)OC)cc3)N2C1=O (stereo unspecified)	i	i	i	0	i	-3	i	4	i	i	i
COc1ccc(CN2CC(C(=O)NCCc3ccc(C)cc3)CC2=O)cc1 (stereo unspecified)	i	i	i	-18	i	0	i	0	i	i	i
CCN(CC)c1ncnc2c1[nH]c1ccccc12	i	i	i	-12	i	16	i	-2	-5*	i	i
COc1ccc(/C=C/C(=O)NCc2c(C)nn(C)c2C)cc1COc1ccc(Br)cc1	i	i	i	-10	i	-2	i	0	/	i	i
CC(=O)NC(CCS(C)(=O)=O)C(=O)Nc1nc(C)cs1 (stereo unspecified)	i	i	i	-1	i	2	i	0	i	i	i
O=C(O)c1ccccc1C(=O)c1ccc(Br)s1	i	i	i	-5	i	-2	i	-9	i	i	i
O=C(Nc1ccc(N2C(=O)C3C4C=CC(C4)C3C2=O)cc1)Nc1cccnc1 (stereo unspecified)	i	i	i	-5	i	16	i	25	i	i	i
O=C(CSc1n[nH]c(=O)n1C1CC1)c1ccc(F)cc1	i	i	i	-1	i	/	i	-2	i	i	i
CCCCn1c(N)c(N(CCOC)C(=O)c2cc(S(=O)(=O)N3CCCCC3)ccc2C)c(=O)[nH]c1=O	i	i	i	-9	i	5	i	3	i	i	i
CCOc1cc(CNCc2cccs2)ccc1OCC(=O)NC(C)(C)C	i	i	i	-8	i	-6	i	0	-6*	i	i
CCN(CC(=O)Nc1ccccc1C(F)(F)F)C(=O)c1cccc(N2C(=O)CCC2=O)c1	i	i	i	-13	i	0	i	8	i	i	i
COc1ccc2nc(NC(=O)CC3Oc4ccccc4NC3=O)sc2c1 (stereo unspecified)	i	i	i	-7	i	-3	i	14	i	i	i
O=C(O)CSc1nnc(CNc2ccc(F)cc2)n1-c1ccccc1	i	i	i	-10	i	-6	i	2	i	i	i
c1ccc(CN2OCC3Cn4c(nc5ccccc54)C32)cc1 (stereo unspecified)	i	i	i	-8	i	2	i	-1	i	i	i
O=C1CCC(C(=O)Nc2ccccc2N2CCCC2)=NN1	i	i	i	-19	i	6	i	31	i	i	i
CCn1ncc(/C=N\NC(=O)COc2cc(C)cc(C)c2)c1C	i	i	i	-6	i	2	i	0	i	i	i
O=S(=O)(N/N=C\c1c(F)cccc1Cl)c1ccc(Cl)cc1	i	i	i	-11	i	3	i	5	i	i	i
O=C(CN1C(=O)NC(Cc2c[nH]c3ccccc23)C1=O)NC1CC1 (stereo unspecified)	i	i	i	-11	i	-4	i	-6	i	i	i
COc1cc(CNCCC2CCOC(C)(C)C2)ccc1O (stereo unspecified)	i	i	i	-8	i	/	i	9	i	i	i
Cc1cccc(/C(N)=N/OC(=O)c2ccc3c(c2)OCO3)c1	i	i	i	-5	i	23	i	64*	i	i	i
CC(=O)N1c2ccc(S(=O)(=O)NCCC(=O)NC3CCC(C)CC3)cc2CC1C (stereo unspecified)	i	i	i	-8	i	4	i	1	i	i	i
CCCNC(=O)C1CCN(S(=O)(=O)c2c(C)noc2/C=C\c2ccc(OC)cc2)CC1	i	i	i	-4	i	-7	i	-2	i	i	i
Fc1cc(F)c(C2SCCN2C(=S)Nc2cccc(C(F)(F)F)c2)c(F)c1 (stereo unspecified)	i	i	i	-4	i	-8	i	13	i	i	i
O=C(NCc1cccnc1)c1cccc(OC2CCN(Cc3ccc(CO)o3)CC2)c1	i	i	i	-12	i	4	i	-4	i	i	i
CC1(C)Oc2nc3ccccc3n2/C1=C\C#N	i	i	i	-7	i	32	i	0	i	i	i
Cc1cccc(CCNC(=O)CCCOc2cc(=O)n(C)c3ccccc23)c1	i	i	i	-6	i	21	i	9	i	i	i
Cc1ccc(/C=C(\C#N)c2nn(-c3ccccc3)c(N)c2C#N)cc1	i	i	i	-10	i	1	i	17	i	i	i
Cc1ccc(NC2CCCN(C(=O)CCC(=O)c3ccccc3)C2)cc1C (stereo unspecified)	i	i	i	-21	i	-6	i	-4	i	i	i
COc1ccc(/C=N/NC(=O)C2c3ccccc3-c3ccccc32)cc1	i	i	i	-2	i	2	i	-2	i	i	i
O=C(CCN1CCc2ccccc2C1)Nc1ccc(F)c(F)c1	i	i	i	-12	i	-8	i	3	i	i	i
CCC1CCCCN1CCCNC(=O)c1ccc2c(=O)n(Cc3ccc(OC)cc3)c(=O)[nH]c2c1 (stereo unspecified)	i	i	i	-7	i	-7	i	-4	i	i	i
O=C(NC(=S)NNC(=O)c1ccccc1F)c1cccnc1	i	i	i	-9	i	/	i	-15	i	i	i
N/C(=N\OC(=O)c1ccco1)c1cccnc1	i	i	i	-8	i	-2	i	3	i	i	i
COc1ccc(-c2cn3c(C)c(C(=O)N4CCc5ccccc5C4)sc3n2)cc1	i	i	i	-15	i	0	i	-1	i	i	i
Cc1c(NC(=S)NC(=O)CCc2ccccc2)c(=O)n(-c2ccccc2)n1C	i	i	i	-10	i	5	i	-10	i	i	i
CC(=O)Nc1ccc(NC(C)=O)c(NC2OCC(O)C(O)C2O)c1 (stereo unspecified)	i	i	i	-4	i	-7	i	1	i	i	i
COc1ccccc1CNC(=O)C1CCCN(S(C)(=O)=O)C1 (stereo unspecified)	i	i	i	-14	i	-6	i	5	i	i	i
O=C(COC(=O)c1ccccn1)NCc1ccccc1Cl	i	i	i	-3	i	3	i	4	i	i	i
